Shiga inhibitor: A qHTS for Small Molecule Inhibitors of Shiga Toxin. inhibition, % at 38.7 µM. Vero cells, Shiga toxin protein synthesis inhibition reporter. 290,000 tested, 9.2% active; in the data active means inhibition mostly above about 28%, no sharp cut-off; inactive means mostly below about 43%; further: 0% is about no effect
FBPA Giardia inh: qHTS Assay for Inhibitors of Fructose-1,6-bisphosphate Aldolase from Giardia Lamblia; Potency, µM (highest dose often 59.6 µM), inactives show at the highest dose activity, negative = inhibition, most hits filed as inhibitors; purified Giardia FBPA; 290,000 tested, 0.71% active; A8B2U2; further: potency means the concentration at half of the fitted maximal effect; on the % scale 0 is the no-effect control and ±100 the full control effect; nearly all actives have a fitted effect of over 55% in size
Target sequence (A8B2U2 whole entry, looked up): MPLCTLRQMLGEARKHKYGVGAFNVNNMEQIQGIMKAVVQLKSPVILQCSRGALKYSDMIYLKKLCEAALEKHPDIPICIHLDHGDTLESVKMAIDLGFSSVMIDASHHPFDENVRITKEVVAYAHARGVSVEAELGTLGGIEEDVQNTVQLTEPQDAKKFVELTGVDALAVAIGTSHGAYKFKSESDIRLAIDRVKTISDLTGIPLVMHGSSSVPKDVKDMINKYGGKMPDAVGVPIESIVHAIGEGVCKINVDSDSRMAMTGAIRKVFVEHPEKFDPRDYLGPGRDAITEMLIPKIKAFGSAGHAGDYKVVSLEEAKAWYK
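Giardia FBPA (40 nM reagent) was preincubated 10 min at RT with compound (up to 57.5 uM final), then substrate plus GAPDH/TPI/NAD/arsenate coupling system with diaphorase/resazurin was added; resorufin fluorescence (525/598 nm) was read after 20 min.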
HCV inh: qHTS Assay for Inhibitors of Hepatitis C Virus (HCV) | 340,000 tested, 3.4% active | Potency, µM (doses to about 41.8 µM), for the others: at the highest dose activity change, negative = inhibition, actives largely listed as inhibitors | AID 651820, 2012 | Huh7.5.1 HCVcc-Cre infection, luciferase reporter, 44 h; further: potency means the concentration at half of the fitted maximal effect; on the % scale 0 is the no-effect control and ±100 the full control effect
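Cells (1,000/well) were plated 4 h before compound, then infected with HCVcc-Cre virus (~0.5 moi). After 44 h further culture, infection was read as luciferase luminescence following a 15 min substrate incubation at room temperature.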
Pf growth 48h: Primary qHTS for delayed death inhibitors of the malarial parasite plastid, 48 hour incubation | Potency, µM (doses to about 28.7 µM), inactives show at the top dose activity change, negative = inhibition, most hits filed as inhibitors | AID 504832, 2011 | P. falciparum luciferase growth in erythrocytes, 48 h | 310,000 tested, 5.9% active; further: potency means the concentration at half of the fitted maximal effect; on the % scale 0 is the no-effect control and ±100 the full control effect
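Cell-based growth assay: transgenic P. falciparum expressing firefly luciferase, cultured in red cells within RPMI 1640 containing 0.5% w/v Albumax, 24 mM bicarbonate and gentamycin. A drop in luciferase activity indicates inhibition.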
Pf growth 96h: Primary qHTS for delayed death inhibitors of the malarial parasite plastid, 96 hour incubation. P. falciparum luciferase reporter growth, 96 h. Potency, µM (series often up to 28.7 µM), for inactives: top-dose activity change, negative = inhibition, usual class: inhibitors. 320,000 tested, 6.9% active. AID 504834, 2011; further: potency means the concentration at half of the fitted maximal effect; on the % scale 0 is the no-effect control and ±100 the full control effect
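Readout is luminescence from an integrated firefly luciferase in P. falciparum. Red cells, 2% hematocrit and 0.05% parasitemia final, were cultured with compound through two parasite generations (96 hours) at 37 C, 5% CO2.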
CHX counter: Cycloheximide Counterscreen for Small Molecule Inhibitors of Shiga Toxin. max response, %. cell reporter, cycloheximide protein synthesis inhibition counterscreen. 300,000 tested, 12% active; in the data active means max response mostly above about 13%, no sharp cut-off; inactive means mostly below about 14%; further: read at 38.3 µM for the half of the compounds with a filed dose; 0% is about no effect
Numbers without * were called inactive; u = inconclusive; x = not tested or not shown; & = joins results of further samples; [ ] = another dose, or the depositor's remark. Unless noted, the call rests on the fitted dose curve; in most records, active means well fitted curve in the direction sought with a large enough effect; inconclusive means small, poorly fitted or top-dose-only effect, or another doubt; inactive means no such curve, though single readings can be large; an effect the other way counts as inactive or inconclusive.

Values run as follows: Shiga inhibitor, FBPA Giardia inh, HCV inh, Pf growth 48h, Pf growth 96h, CHX counter
COc1ccc(C(=O)Cn2ccsc2=NC(C)=O)cc1
→ -5.0, 3.5%, 0.2%, 43.4%[activator], 89.5%[activator], 7.4
O=c1[nH]c2c(s1)C=Nc1ccccc1N2
→ 42.4, -1.9%, 18.8%, 19.6%, 5.8%, 2.4
COc1ccc(NS(=O)(=O)c2ccc(N3CC(O)=C(c4ccccc4)C3=N)cc2)cc1
→ -10.2, 10.5%, -1.8%, 2.8%, 9.8%, 8.0
NC(=O)c1ccsc1NC(=O)CN1C(=O)C2CC=CCC2C1=O (stereo unspecified)
→ -5.9, -0.8%, 10.7%, 16.9%, 12.9%, -3.0
COc1ccc(C2NC(=O)C(C)S2)cc1 (stereo unspecified)
→ -33.7, 5.0%, 11.3%, 9.6%, x, -5.6
O=S(NCc1ccccc1)C12CC3CC(CC(C3)C1)C2 (stereo unspecified)
→ -7.2, 6.4%, 10.0%, 9.8%, 167.5%[activator], -3.9
COc1cc(/C=C2\C(=O)N(c3ccc(NC(C)=O)cc3)N=C2c2ccccc2)ccc1O
→ 15.9, -3.3%, 5.3%, -9.0%, 35.3%[activator], 7.6
CCNc1ccc(S(=O)(=O)NCCN(C)C)cc1[N+](=O)[O-]
→ -18.3, -1.8%, -3.7%, 4.9%, 12.1%, 2.1
CCC(C)NC(=O)C1c2ccccc2C(=O)N1Cc1ccccc1 (stereo unspecified)
→ -8.5, -2.2%, 14.6%, -2.0%, 3.0%, 7.7
Cc1cc(C)n(-c2ccc(NC(=O)C3CCCCN3C(=O)c3ccc(C)s3)cc2)n1 (stereo unspecified)
→ -16.7, x, -26.0%, u, 40.2%[activator], -0.5
O=C1c2cnc3nc(SCc4cccc(Cl)c4)nn3c2CC2c3ccccc3CCN12 (stereo unspecified)
→ 14.9, 5.0%, 11.2µM*, u, 72.4%[activator], 1.9
CCCCCCCCc1ccc(-c2ccc(C(=O)O)cc2)cc1
→ -9.4&-4.7, u, x, x, x, -8.1&-0.6
COc1cccc(CNC(=O)CCNC(=O)N2CCn3c2nc2ccccc23)c1
→ -2.3, -4.1%, 0.0%, -2.2%, u, -7.5
COc1cccc(C(C(=O)NC(C)(C)C)N(CCC(C)C)C(=O)CCC(=O)Nc2cc(C)on2)c1OC (stereo unspecified)
→ 31.0, 0.2%, -5.2%, u, 37.4%[activator], 2.9
Clc1ccccc1-c1nc(-c2ccccc2)n[nH]1
→ 125.4*, -1.2%, u, 135.7%[activator], x, 53.0*
COC(=O)CSc1nnc(-c2c[nH]c3ccccc23)o1
→ x, 6.5%, -29.2%, 10.8%, u, -2.1
CC(NC(=O)Cc1ccccc1)c1ccccc1 (stereo unspecified)
→ -1.4, 10.5%, 10.3%, 53.7%[activator], -21.7%, -1.6
O=C(NC(=S)Nc1ccccn1)c1ccc(-c2ccccc2)cc1
→ 126.6*, x, u, 115.7%[activator], u, 63.2*
O=C(NCCc1ccccc1)C1CCN(S(=O)(=O)c2ccc(-n3cnnn3)cc2)CC1
→ 21.9, 0.9%, 22.1%, u, x, 24.3
COc1ccccc1C(=O)NC(=O)COC(=O)c1ccc(Cl)nc1
→ x, x, 4.6%[8.37 µM], -0.2%, 20.0%, x
O=C(Nc1cc([N+](=O)[O-])ccc1F)c1cccs1
→ -4.2, 0.3%, -2.5%, 25.8%, 23.3%, -2.5
CCOC(=O)C1=C(CC)Nc2ccccc2N=C1NC(=O)c1ccc(S(=O)(=O)N2CCCC2)cc1
→ -27.2, 2.5%, u, u, u, 4.2
CCC(=O)Nc1sc2c(c1C(=O)OC)CCN(Cc1ccccc1)C2
→ -2.5, 12.6µM*, u, u, -4.1%, -1.1
Cc1ccc(OCC(=O)N2c3ccccc3CC2C)c([N+](=O)[O-])n1 (stereo unspecified)
→ -5.8, 2.9%, u, -4.2%, -18.0%, -3.1
CCCC1NC(=O)NC(C)=C1C(=O)OCC (stereo unspecified)
→ -4.5, 3.6%, 8.4%, 4.5%, x, -1.9
COCCN(C(=O)c1csnn1)C(C(=O)NC1CCCC1)c1ccccc1F (stereo unspecified)
→ 15.3, -2.3%, 11.2%, 32.5%[activator], 8.4%, -2.2
CCc1ccc(OCCCC(=O)Nc2cccc(C(=O)O)c2)cc1
→ 11.5, 18.2%, 10.8%, 9.9%, 15.5%, 4.8
O=C(Nc1ccc(S(=O)(=O)NCc2ccccc2)cc1)c1ccc(Br)o1
→ -5.2, -3.8%, u, u, u, -3.2
CCc1cc(C(=O)N/N=C/c2ccc(OC)cc2)c2ccccc2n1
→ -3.3, 0.3%, u, -0.2%, -6.2%, -1.9
O=C(C1=C(O)C(=O)N(CC2CCCO2)C1c1ccccc1F)c1ccco1 (stereo unspecified)
→ 3.7, -24.4%, 3.3%, 16.0%, 209.6%[activator], -5.3

Entries of single compounds as entered above. Order of screens: Shiga inhibitor	FBPA Giardia inh	HCV inh	Pf growth 48h	Pf growth 96h	CHX counter
O=C(Nc1ccc(S(=O)(=O)NCc2ccccc2)cc1)c1ccc(Br)o1 across the screens: -5.2	-3.8%	u	u	u	-3.2
NC(=O)c1ccsc1NC(=O)CN1C(=O)C2CC=CCC2C1=O (stereo unspecified) across the screens: -5.9	-0.8%	10.7%	16.9%	12.9%	-3.0
Clc1ccccc1-c1nc(-c2ccccc2)n[nH]1 across the screens: 125.4*	-1.2%	u	135.7%[activator]	x	53.0*

(next part)
Values run as follows: Shiga inhibitor, FBPA Giardia inh, HCV inh, Pf growth 48h, Pf growth 96h, CHX counter
O=C(Nc1nccs1)c1cccc(NC(=O)c2ccco2)c1
→ 6.0, 1.3%, 8.5%, 9.6%, 3.1%, 8.3
CC1CCCCN1Cc1c(O)ccc2c(=O)c(-c3ccccc3)coc12 (stereo unspecified)
→ 26.3, 27.6%, u, 6.8%[0.00184 µM], 36.6%[activator], 8.7
O=C(c1ccc(CNS(=O)(=O)c2cccc(Cl)c2)cc1)N1CCCCC1
→ 1.6, x, u, -0.9%, -0.2%, -5.0
COc1cc(SC)ccc1C(=O)Nc1ccc2c(c1)CCN2S(C)(=O)=O
→ -11.8, -6.3%, u, 2.0%, x, 0.9
COc1cccc(CN2CC(C(=O)NC3CCC3)CCC2=O)c1 (stereo unspecified)
→ -4.7, 7.1%, 18.0%, -10.9%, -43.9%, 2.5
COCCNC(=O)CN(Cc1ccc(OC)cc1)C(=O)CCC(=O)Nc1nccs1
→ -5.5, 0.9%, 17.0%, -2.6%, 10.7%, 7.3
CCOC(=O)C1C(c2cccnc2)NC(=O)NC1(O)C(F)(F)F (stereo unspecified)
→ 16.8, 3.6%, 6.2%, 0.7%, -3.6%, 7.6
COc1ccc(S(=O)(=O)N(C)CC(=O)N2CCCC2)cc1OC
→ 13.7, 8.2%, 10.0%, 0.0%, 54.8%[activator], -0.9
COc1ccc(NS(=O)(=O)c2ccc(F)cc2F)cn1
→ -5.1, x, 2.9%, 38.3%[activator], 36.0%[activator], -4.7
O=C(CNC(=O)c1ccco1)Nc1ccc(N2CCCCCC2)cc1
→ x, x, -3.2%, 12.3%, 56.9%[activator], x
COc1ccc(N2CCN(C(=O)c3cc4c(s3)CCCCC4)CC2)cc1
→ x, x, -28.2%, u, u, x
O=C(Nc1ccccc1Br)c1c(F)cccc1Cl
→ 9.4, 2.9%, -14.0%, 14.8%, -0.7%, 10.3
CCOc1ccc(OCCC(=O)N2CCN(S(=O)(=O)c3ccc(F)cc3)CC2)cc1
→ x, x, 7.6%, -16.0%, -13.1%, x
C=CCOc1c(CNc2ccc(C(=O)O)cc2)cccc1OC
→ -0.9, u, 33.3%[activator], 12.5%, 4.65µM*, -1.8
COc1ccccc1C/C(N)=N/OC(=O)c1ccc(C)c([N+](=O)[O-])c1
→ 5.4, -0.4%, u, u, u, -3.7
COc1ccc(NC(=O)c2nc(C)n(-c3ccc([N+](=O)[O-])cc3)n2)cc1
→ -7.7, 5.5%, 2.6%, -11.1%, u, 6.9
CCC(=O)OCCn1c(=O)c2cc3c(=O)n(CCOC(=O)CC)c(=O)c3cc2c1=O
→ 7.5, 0.4%, 9.0%, 6.3%, u, 0.3
COc1ccc(/C=N/NC(=O)CNc2ccc(Br)cc2)c(C(=O)O)c1OC
→ 32.2, 10.5%, 19.3%, u, 54.9%, 7.6
O=C(CSc1ccccc1C(=O)O)NCc1ccc(Cl)cc1
→ -2.2, 10.3%, 24.2%, 15.2%, -6.1%, -2.4
COc1cc(NC(=O)c2ccc(NC3=NC4CS(=O)(=O)CC4S3)cc2)cc(OC)c1OC (stereo unspecified)
→ -2.1, -15.9%, 8.7%, -4.5%, u, -1.0
Cc1cccc(C)c1N(CC(=O)NN=C1CCCCCC1)S(C)(=O)=O
→ -8.2, 1.4%, 13.1%, x, 53.5%[activator], -2.3
COc1ccc(F)c(CN(C)CC2CCCN(CCc3ccc(F)cc3)C2)c1 (stereo unspecified)
→ -7.1, 4.7%, u, u, u, -1.9
CCN(CC)C(=O)Cn1cc(/C=C(\C#N)C(=O)NC2CC2)c2ccccc21
→ 14.0, 1.7%, -7.6%, 14.7%, -18.0%, -2.7
CCOC(=O)c1cnc(-n2nc(C)cc2C)nc1NCc1ccccc1
→ 11.1, -0.6%, u, 1.65µM*, 15.2%, 1.4
C[C@@H]1[C@@H](Sc2ccccc2)CC(=O)O[C@@H]1c1ccc(-c2ccccc2)cc1
→ 81.8*, 1.0%, u, x, x, 63.1*
CCc1ccc(N2C(=O)Cc3c2nc(N)c(C#N)c3N)cc1
→ 113.6*, -28.6%, 0.3%, 153.2%[activator], x, 23.3*
O=C(COc1ccc(F)cc1Cl)Nc1ccccc1C(=O)N1CCCCC1
→ x, x, -3.3%, 6.8%, -8.9%, x
CCN(CC)C1CCN(Cc2cn[nH]c2-c2ccc(OC)c(F)c2)C1 (stereo unspecified)
→ 1.3, 0.3%, 7.8%, 11.9%, 2.08µM*, 6.1
O=C(N/N=C/c1cc(Br)ccc1O)Nc1ccccc1
→ 76.3*, -9.0%, -22.9%, u, 8.28µM*, -2.2
CC(C)Cn1c(N)c(C(=O)CSc2ccccc2)c(=O)n(C)c1=O
→ 17.8, 2.4%, u, 21.4%, 1.5%, 2.7
Cn1c(N)c(C(=O)COC(=O)C2=NNC(=O)CC2)c(=O)n(C)c1=O
→ -13.9, 0.2%, -5.4%, 4.3%, 45.3%[activator], -2.0
Cc1nn(CC(=O)NCCCc2ccccc2)c(=O)c2cccn12
→ -7.7, -5.8%, 10.2%, -0.4%, 0.1%, 10.6
c1ccc(-n2cnnc2SCc2cn3cccnc3n2)cc1
→ -15.8, -8.2%, 10.7%, 10.3%, u, 11.4

Grouped by structure: those above with two or more sulfur atoms
Values run as follows: Shiga inhibitor, FBPA Giardia inh, HCV inh, Pf growth 48h, Pf growth 96h, CHX counter
COc1cc(SC)ccc1C(=O)Nc1ccc2c(c1)CCN2S(C)(=O)=O
→ -11.8, -6.3%, u, 2.0%, x, 0.9
COc1cc(NC(=O)c2ccc(NC3=NC4CS(=O)(=O)CC4S3)cc2)cc(OC)c1OC (stereo unspecified)
→ -2.1, -15.9%, 8.7%, -4.5%, u, -1.0

High-throughput results (PubChem BioAssay)
